Assay outcomes from PubChem.
Pf Dd2 growth – Plasmodium falciparum Dd2 growth inhibition. hit rate 4.3% among 120,000. P. falciparum Dd2 growth, SYBR Green, 72 h. AID 1347417. Potency, µM (doses to about 28.9 µM), inactives show top-dose activity, negative = inhibition, most hits filed as inhibitors; active = well fitted inhibition curve with a large enough effect; inconclusive = small, poorly fitted or top-dose-only effect; inactive = no such curve, though single readings can be large or run the other way;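 note: plate controls were DMSO vehicle for no effect and reference drug for full effect; nearly all actives have a fitted effect of over 65% in size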
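Readout: SYBR Green fluorescence, 485 nm excitation, 535 nm emission, after ~16 h lysis at 37C. Before that, Dd2-infected red cells (2.5% hematocrit) grew 72 h with compound, 29 uM top final concentration.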
The depositor's hits bear a star; i = inactive; u = inconclusive; [ ] = another dose, or the depositor's remark. Potency is the fitted concentration of half-maximal effect. These rows are one share of the data. The share of hits here may be higher or lower than overall.

SMILES	Pf Dd2 growth
Cc1cccc(C(=O)OCc2cc(=O)n3nc(-c4cccs4)sc3n2)c1	-12%
CC(C)(O)c1cc(CC2(NCc3ccc(OC(F)(F)F)cc3)COC2)no1	1%[44.1 µM]
COc1ccccc1S(=O)(=O)N1C[C@@H]2C(CN(C)C)[C@@H]2C1 (stereo not given in full)	-19%
COc1ccc(Cl)cc1-c1cc2c(cn1)CN(Cc1cccnc1)CCN2	u
COc1ccc(CCC(=O)N2CCOCCNC(=O)CC2)cc1	9%
O=C(C(=O)N1CCC(c2cc(Cc3ccccc3)[nH]n2)CC1)c1cccnc1	-24%
CNC(=O)[C@@H]1CN(S(=O)(=O)c2c(C)noc2C)C[C@H]1c1n[nH]c(C)n1	-24%
Cc1cccc(N2C(=O)CC(c3ccc(F)cc3)C3=C2COC3=O)c1 (stereo not given)	15%
O=C(N1CCC(N[S+](=O)([O-])Cc2ccccc2)CC1)N1CC2CC(C1)[C@H]1CCCC(=O)N1C2 (stereo not given in full)	-18%
CN(C)c1ccc(CN2CCC3(C2)C(=NC2CCCC2)NC(=O)N3c2cc(F)cc(F)c2)cc1 (stereo not given)	u
Cc1ccccc1-c1ccnc(-c2nnc(C)n2C(C)C)c1	i
Cc1ccc(C)c(NC(=O)CSc2nnc(C)n3c2cc2occc23)c1	-5%
COc1cc(C2CC(=O)N(c3ccc(C)c(Cl)c3)C3=C2C(=O)OC3)cc(OC)c1OC (stereo not given)	u
Cc1ccc(C)c(NC(=O)Cn2ccn(-c3ccc(F)cc3)c(=O)c2=O)c1	42%[activator]
O=C(CSc1nc2ccccc2nc1Cc1ccc(Cl)cc1)N1CCc2ccccc21	8%
COc1cccc(NC(=O)c2oc3ccccc3c2NC(=O)Cc2cccc(C)c2)c1	u
COc1ccc(CCCc2nnc(SCC(=O)Nc3ccc(Cl)cc3)o2)cc1	i
COc1cccc(CCC(=O)N2CCN(C(=O)c3nnn4c3COC(c3ccccc3)C4)CC2)c1 (stereo not given)	-3%
CCc1nc(-c2ccc(OC3CCN(CCc4ccccc4)C3)cc2)no1 (stereo not given)	u
CN(C)C(=O)C1CCc2sc(C(=O)N3CCCC3)cc2C1 (stereo not given)	-20%
Cc1ccc(C)c(NC(=O)c2nc(S(=O)(=O)Cc3ccc(F)cc3)ncc2Cl)c1	11%
CCC(C)NC(=O)N1CCN(Cc2c(C)noc2C)CC1 (stereo not given)	15%
Cc1ccccc1Cn1nnc2c(=O)[nH]c(C3CCCN(C(=O)c4ccc(C(C)(C)C)cc4)C3)nc21 (stereo not given)	8.9µM*
Cc1ccsc1[C@@H]1CCN(C(=O)c2ccccc2-c2ncc[nH]2)C[C@H]1O	-14%
Cc1ccc(S(=O)(=O)N2CCC(CC(=O)NCc3ccccc3)C2)cc1F (stereo not given)	i
Other structures follow.
SMILES	Pf Dd2 growth
Cn1cccc1CN1CCCC2(C1)C(=NC1CCCCC1)NC(=O)N2c1cc(F)cc(F)c1 (stereo not given)	u
CNC(=O)N1CCC(C2CCN(S(=O)(=O)c3ccc(C)c(F)c3)C2)CC1 (stereo not given)	i
CN(C)c1ccc(C(=O)NCC2CCN(c3cc(-c4ccc(F)cc4)[nH]n3)CC2)cc1	u
CCCC12CN3CC(C)(CN(C1)C3c1ccc(OCc3ccccc3)cc1)C2=O (stereo not given)	2%
COc1ccc(-c2cc(C(=O)NC3CC3)c3c(C4CCCNC4)noc3n2)cc1 (stereo not given)	u
O=C(N[C@@H]1CNC[C@H]1CO)C1CCC1	27%
COc1ccccc1OCc1nc(C#N)c(NCc2ccc(C)cc2)o1	u
Cc1cccc(CN2CCCN(S(C)(=O)=O)C(c3ccccc3)CC(=O)NCC2)c1 (stereo not given)	u
CCCc1nnc(NC(=O)C2CC(=O)N(c3n[nH]c4cccc(F)c34)C2)s1 (stereo not given)	-11%
Cc1cnc(C(=O)N[C@@H]2CCC[C@@H]2C(=O)N2CCN(c3ncccn3)CC2)cn1	-3%
O=C1NC2(Cc3ccccc31)CN(CC1CCCC1)C2	13%[44.1 µM]
CC(=O)N1CCC2(CC1)CC(c1cccnc1)=NO2	25%[44.1 µM]
O=C(C1CCc2nnc(C3CCN([S+](=O)([O-])c4ccccc4)CC3)n21)N1CCN(c2ncccn2)CC1 (stereo not given)	7%
COc1ccccc1NC(=O)c1sc2cccc(Cl)c2c1Cl	42%[activator]
CC(C)NC(=O)CN1C(=O)C(c2ccccc2)=NC12CCCCC2	12%
CCC(CC)c1cc([C@H]2CN3CC[C@H]2C[C@@H]3CNC(=O)Nc2ccc(C(C)=O)cc2)nc(-c2ccncc2)n1	u
Cc1nc(-c2ccc(OC3CCN(C(=O)CCc4nc5ccccc5[nH]4)C3)cc2)no1 (stereo not given)	u
CCOCCOC1CCN(C(=O)c2cccc3[nH]ccc23)CC1	-20%
CC(C)n1c(C2CCCN(C(=O)CCc3ccccc3)C2)nn(C)c1=O (stereo not given)	-2%
Cc1nc([C@@H]2CN(C3CCN(CCc4ccccc4)CC3)C[C@H]2C(N)=O)n[nH]1	18%
NCCn1cc(C(=O)NCCS(=O)(=O)N2CCCC2)nn1	18%
COc1ccc(-c2noc([C@@H]3CCCN3C(=O)c3ccc(C)c(C)c3)n2)cc1	u
COc1cc(CN2CCC3(CC2)CC(O)CCO3)ccc1F (stereo not given)	i
COc1cccc(CC(=O)N2CCCN(S(C)(=O)=O)C(c3ccccc3)CC(=O)NCC2)c1 (stereo not given)	-11%
COc1ccc(C(=O)N2CCN(C(=O)c3nnn4c3COC(c3ccc(Cl)cc3)C4)CC2)cc1F (stereo not given)	u
Next structures:
SMILES	Pf Dd2 growth
Cc1nonc1CC(=O)N1CCc2ncnc(N3CC=CC3)c2CC1	-1%
COc1cccc(CC(=O)N2CC(C(=O)NCCc3ccncc3)C3(CCOCC3)C2)c1 (stereo not given)	-14%
COc1cccc(N2C(=O)NC(=NC3CCCCC3)C23CCCN([S+](=O)([O-])c2cccc(C(F)(F)F)c2)C3)c1 (stereo not given)	13µM*
Cc1ccc(C)c(N2CCN(S(=O)(=O)c3cc(-c4cc(C)no4)ccc3C)CC2)c1	u
CCC(=O)N1Cc2ccccc2CC2(CCCN2Cc2cccnc2)C1 (stereo not given)	17%
COc1cc(NC(=O)CCc2nc(-c3cccs3)no2)cc(OC)c1OC	-4%
O=C(CN1C(=O)COc2ccc(S(=O)(=O)N3CCCCCC3)cc21)N1CCN(c2ccccc2F)CC1	1%
COc1ccccc1CNC(=O)C(C)n1ccc2cc(S(=O)(=O)N3CCCC3)ccc21 (stereo not given)	-19%
CC(C)c1nc(C2Cc3ccccc3N2C(=O)NC2CCCC2)no1 (stereo not given)	i
COc1cccc(-c2cccc(C(=O)O)c2)c1	11%[44.1 µM]
Cc1cccc(CNC(=O)c2ccc(NC(=O)N3CCSc4ccccc43)cc2)c1	u
Cc1noc(-c2ccccc2Cl)c1C(=O)NC(C)c1ccccc1 (stereo not given)	2%
COCc1cc(C[C@@H]2C[C@H](NS(=O)(=O)c3ccccc3)C2(C)C)no1	u
Cc1cc(C(=O)N2CC3CC(C2)[C@H]2CCCC(=O)N2C3)n(C)n1 (stereo not given in full)	14%
CN1CCCN(C(=O)c2ccco2)c2ccccc21	u
Cc1noc(C)c1CNC(=O)CC(C)(C)C	4%
Cc1cccc(-n2c(=O)c3c(c4cc(C)ccc4n3C)n(CC(=O)NCC3CCCO3)c2=O)c1 (stereo not given)	-4%
CCOc1ccc(-c2noc(-c3nc(CC)no3)n2)cc1	i
Cc1nc2cccnc2n1CC1CCCN(C(=O)Nc2cccc(Cl)c2)C1 (stereo not given)	i
O=C(N[C@@H]1CN(C(=O)Nc2cccc(C(F)(F)F)c2)CCC[C@H]1O)c1ccc(OCc2ccccc2)cc1	7.1µM*
CNC(=O)CCn1ncc2cc(OCc3ccccc3-c3cccc(OC)c3)ccc21	-4%[44.1 µM]
CCCN(CCC)CCCNC(=O)C1CCCN(Cc2nc(-c3ccc(Cl)cc3)oc2C)C1 (stereo not given)	u
O=C(NC1CCN(c2cc(-c3cccs3)[nH]n2)CC1)c1cc(Cl)ccc1F	u
Cc1noc(C)c1C(=O)N1Cc2ccccc2OC2(CCN([S+](C)(=O)[O-])CC2)C1	9%
FC(F)(F)c1ccc(CN2CC[C@H](c3nnc(-c4ccccc4)o3)C2)cc1	i

5 compounds from above, arranged by heavy-atom count, low to high:
SMILES	Pf Dd2 growth
CN1CCCN(C(=O)c2ccco2)c2ccccc21	u
COc1ccccc1NC(=O)c1sc2cccc(Cl)c2c1Cl	42%[activator]
CCCc1nnc(NC(=O)C2CC(=O)N(c3n[nH]c4cccc(F)c34)C2)s1 (stereo not given)	-11%
Cc1ccc(C)c(NC(=O)c2nc(S(=O)(=O)Cc3ccc(F)cc3)ncc2Cl)c1	11%
COc1cccc(NC(=O)c2oc3ccccc3c2NC(=O)Cc2cccc(C)c2)c1	u

(list continues)
SMILES	Pf Dd2 growth
COCc1ccc2c(c1)c(OC(C)(C)C(=O)NC1CCN(C)CC1)nn2CCC(C)C	-22%[44.1 µM]
O=C(NCCc1cnc[nH]1)C1CCCN(C2CCOCC2)C1 (stereo not given)	9%
CCOc1ccc(C2c3c(-c4ccccc4O)n[nH]c3C(=O)N2Cc2ccncc2)cc1 (stereo not given)	14µM*
CC(=O)c1c(C)oc2c1cc(NS(=O)(=O)c1c(C)cc(C)cc1C)c1ccccc12	-2%
CCc1noc([C@@H]2CC(F)(F)CN2C(=O)c2ccnn2C)n1	9%
Cc1ccc(CNC(=O)CN2C(=O)NC3(CCOCC3)C2=O)cc1	27%
O=C(NCc1ccc(Br)cc1)c1nnn2c1COC(c1ccc(Cl)cc1)C2 (stereo not given)	i
COc1ccc(C2Cn3cnc(C(=O)N4CCC(C(=O)Nc5ccc(Cl)cc5)CC4)c3CO2)cc1 (stereo not given)	i
Cc1nc(C(=O)N2CC[C@H](NS(=O)(=O)c3cn(C)cn3)C[C@H]2C(=O)N[C@H](Cc2ccccc2)C(N)=O)cs1	3%
Cc1ccc(C(C)(C)C)c(OCC(=O)NCCc2nc3ccccc3[nH]2)c1	4%
CCOc1ccccc1N1CC(c2nc3ccccc3n2CCOc2ccccc2OC)CC1=O (stereo not given)	u
CCCS(=O)(=O)c1c(S(=O)(=O)CCC)c2cc(C(C)(C)C)ccn2c1C(=O)c1ccc(OC)c(OC)c1	2.8µM*
COCCOC1CN(C2CCN(C(=O)C3CCOCC3)CC2)C12CCCCC2 (stereo not given)	i
Cc1ccc(C2Cn3nnc(C(=O)N4CCN(C(=O)c5ccc(C(C)(C)C)cc5)CC4)c3CO2)cc1 (stereo not given)	u
Cc1ccc2occ(-c3cc(-c4ccccc4)nc4c3COc3ccccc3-4)c(=O)c2c1	u
CCOc1ccc(CNC(=O)c2cnc3sc(N(CC)CC)nn3c2=O)cc1	8%
COc1ccc(C(=O)Nc2ccc(-c3noc([C@@H]4CCCN4CC4CCCCC4)n3)cn2)cc1	u
CCc1nc(C)sc1CN1CCCn2nc(CCC(=O)O)cc2C1	-11%
O=C(c1ccc(Cl)nc1)N1CCc2nc(-c3ccccc3)nc(-c3ccc(Cl)cc3)c2C1	i
CSCC(=O)N1C[C@@H](NC(=O)NC(C)C)C[C@H]1C(=O)N(C)CC(N)=O	18%[44.1 µM]
O=C(CCS(=O)(=O)c1nc(-c2ccc3c(c2)OCO3)cc(C(F)(F)F)n1)Nc1ccc(F)cc1F	20%[5.79 µM]
COc1ccc2c(c1)cc(C(=O)N1Cc3[nH]cnc3CC1C(=O)O)n2C (stereo not given)	u
O=c1c2c(nc3cc(-c4ccccc4)[nH]n13)CCN(S(=O)(=O)c1ccccc1Cl)C2	2%[5.79 µM]
Cc1ccc(-c2nn(CC(=O)NC3CCCCC3)c3c2cnc2ccc(F)cc23)cc1C	u
CCc1ccccc1NC(=O)N1CCc2cc(OC)c(OC)cc2C1CC(=O)OC (stereo not given)	i

Reformatted comma-delimited: seven of the compounds above
canonical_smiles,Pf Dd2 growth
CCCS(=O)(=O)c1c(S(=O)(=O)CCC)c2cc(C(C)(C)C)ccn2c1C(=O)c1ccc(OC)c(OC)c1,2.8µM*
COCCOC1CN(C2CCN(C(=O)C3CCOCC3)CC2)C12CCCCC2 (stereo not given),i
Cc1ccc(C2Cn3nnc(C(=O)N4CCN(C(=O)c5ccc(C(C)(C)C)cc5)CC4)c3CO2)cc1 (stereo not given),u
Cc1ccc2occ(-c3cc(-c4ccccc4)nc4c3COc3ccccc3-4)c(=O)c2c1,u
CCOc1ccc(CNC(=O)c2cnc3sc(N(CC)CC)nn3c2=O)cc1,8%
COc1ccc(C(=O)Nc2ccc(-c3noc([C@@H]4CCCN4CC4CCCCC4)n3)cn2)cc1,u
CCc1nc(C)sc1CN1CCCn2nc(CCC(=O)O)cc2C1,-11%

An excerpt of these results, with each value named.
Molecule: COc1ccccc1S(=O)(=O)N1C[C@@H]2C(CN(C)C)[C@@H]2C1 (stereo not given in full)
  Pf Dd2 growth: -19%

Molecule: COc1ccc(Cl)cc1-c1cc2c(cn1)CN(Cc1cccnc1)CCN2
  Pf Dd2 growth: u

(cont.)
SMILES	Pf Dd2 growth
CCOc1ccc(C(=O)N2CCN(C3CCN(C)C3=O)CC2)cc1OCC (stereo not given)	-6%
CC(C)CCNC(=O)c1ccc2c(c1)CC(=O)N2Cc1ccccc1	u
O=C(Cc1ccc(F)cc1)N1CCN(C(=O)c2nnn3c2COC(c2ccccc2)C3)CC1 (stereo not given)	u
Cc1ccc2onc(CC(=O)N3CCN(c4ccccc4)CC3)c2c1	-9%
Cc1nc2cc(-c3cccc(F)c3)nn2c(C)c1CCC(=O)NC(C)c1ccccc1 (stereo not given)	-3%
CCOc1ccc(CNC(=O)c2cnc(SC)nc2C)cc1	i
O=C(Nc1ccc(O)c(-c2nc3ccccc3o2)c1)c1ccc(-c2cccc(Cl)c2)o1	i
COCCNc1ncccc1-c1noc([C@@H]2CCCN2Cc2cc(OC)c(OC)c(OC)c2)n1	-1%
